Assay outcomes deposited in PubChem BioAssay by National Center for Advancing Translational Sciences (NCATS).
aSyn rescue: rescues yeast growth from alpha-synuclein toxicity; Potency, µM (series often up to 46.1 µM), for inactives: top-dose growth rescue (activation), hits mostly activators; AID 652106; hit rate 0.14% among 370,000; Yeast expressing alpha-synuclein, growth rescue, BacTiter-Glo, 24 h; also: % of control where 0% means no effect; nearly all actives have a fitted effect of over 65% in size
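Rescue of yeast growth: cells expressing toxic alpha-synuclein, induced in galactose at OD600 0.02, incubated with compound 24 h at 30 C. ATP luminescence quantified growth; inhibitors of toxicity appear as activators.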
EPAC1 agonist: activates human EPAC1 exchange factor | O95398 | EPAC1 agonist qHTS, biochemical assay; response scale: 100% = response to 6.5 mM cAMP | Potency, µM (highest dose often 154 µM), inactives show at the top dose activation, hits mostly activators | hit rate 0.073% among 360,000 | AID 720707; also: nearly all actives have a fitted effect of over 60% in size
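Fluorescent GDP-exchange assay: 100 nM EPAC1 with 250 nM Rap1B preloaded with BODIPY-GDP and 50 uM GDP; compounds tested as concentration series, 5 min at room temperature, then read every 5 min for 30 min (ex 480/em 540 nm); normalized to 6.5 mM cAMP.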
PTHR1 ag: activates the human parathyroid hormone receptor PTHR1. Potency, µM (doses to about 115 µM), inactives show at the highest dose activation, usual class: activators. Q03431. hit rate 0.075% among 410,000. HEK293 GP2 PTHR1 cells, GloSensor cAMP luminescence, 1 h; also: nearly all actives have a fitted effect of over 55% in size; some results filed as inactive show a strong effect at the top dose; inactives centre near -15; many of its hits are not listed in these tables
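HEK-293-derived GP2 cells expressing PTHR1 and a GloSensor cAMP reporter, 3,000/well, plated overnight, given luciferin plus IBMX (each 0.5 mM as added) for 1 h at 37 °C, then compound for 1 h at 37 °C. Luminescence was read after 15 min at room temperature.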
EPAC1 antagonist: blocks human EPAC1 exchange factor; O95398; EPAC1 GEF assay, Rap1b-BODIPY-GDP exchange fluorescence; Potency, µM (top dose mostly 115 µM), without a hit: at the top dose activity change, negative = inhibition, usual class: inhibitors; hit rate 0.14% among 360,000; AID 720709;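 also: plate controls were vehicle for no effect and positive control for full effect; nearly all actives have a fitted effect of over 50% in size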
EPAC2 antagonist: EPAC2 (human) antagonism | EPAC2 GEF exchange of Rap1B-BODIPY-GDP, fluorescence | Potency, µM (highest dose often 114 µM), inactives show at the highest dose activity, negative = inhibition, usual class: inhibitors | hit rate 0.18% among 360,000 | AID 720708; also: % is scaled to controls: 0 for no effect and ±100 for the full control effect; nearly all actives have a fitted effect of over 45% in size; many of its hits are not listed in these tables
Target sequence (Q8WZA2 whole entry, looked up): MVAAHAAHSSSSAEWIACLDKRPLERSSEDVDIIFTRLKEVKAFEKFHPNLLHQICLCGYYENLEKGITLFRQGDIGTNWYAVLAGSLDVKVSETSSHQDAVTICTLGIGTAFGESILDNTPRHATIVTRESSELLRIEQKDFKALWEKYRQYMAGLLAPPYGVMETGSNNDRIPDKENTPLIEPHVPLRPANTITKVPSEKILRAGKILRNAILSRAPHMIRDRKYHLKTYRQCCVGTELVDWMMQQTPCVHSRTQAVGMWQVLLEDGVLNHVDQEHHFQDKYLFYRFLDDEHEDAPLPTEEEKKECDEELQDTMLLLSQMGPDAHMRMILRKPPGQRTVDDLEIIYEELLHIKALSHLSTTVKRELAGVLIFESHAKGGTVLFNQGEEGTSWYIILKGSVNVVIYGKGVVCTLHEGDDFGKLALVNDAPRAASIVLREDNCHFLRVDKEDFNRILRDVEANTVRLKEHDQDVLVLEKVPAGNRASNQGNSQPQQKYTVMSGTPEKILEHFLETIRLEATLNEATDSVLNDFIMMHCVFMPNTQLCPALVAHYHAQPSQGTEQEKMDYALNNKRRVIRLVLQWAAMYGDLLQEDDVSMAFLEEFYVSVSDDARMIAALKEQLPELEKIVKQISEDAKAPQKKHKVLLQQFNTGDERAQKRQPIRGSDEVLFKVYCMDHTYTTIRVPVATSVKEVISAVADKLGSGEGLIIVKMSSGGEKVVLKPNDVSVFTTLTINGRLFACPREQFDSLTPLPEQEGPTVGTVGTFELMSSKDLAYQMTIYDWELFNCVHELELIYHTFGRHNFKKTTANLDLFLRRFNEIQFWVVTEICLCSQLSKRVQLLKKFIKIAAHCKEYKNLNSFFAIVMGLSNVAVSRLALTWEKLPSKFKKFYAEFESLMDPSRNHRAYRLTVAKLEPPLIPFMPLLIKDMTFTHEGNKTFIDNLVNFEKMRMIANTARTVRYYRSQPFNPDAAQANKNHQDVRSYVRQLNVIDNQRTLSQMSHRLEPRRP
TDP43 rescue: TDP-43 toxicity inhibition in yeast | Potency, µM (doses to about 46.1 µM), for the others: at the top dose growth rescue (activation), usual class: activators | hit rate 1.8% among 410,000 | AID 652104 | TDP-43 expressing yeast growth rescue, BacTiter-Glo, 24 h; also: % of control where 0% means no effect; nearly all actives have a fitted effect of over 50% in size
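Growth rescue of TDP-43-toxic yeast measured as ATP luminescence (BacTiter-Glo). Cells grown to mid-log in raffinose, induced in galactose at OD600=0.02, exposed to compound 24 hr at 30 deg C.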
EPAC2 agonist: EPAC2 (human) agonism | EPAC2 activation, biochemical qHTS; response scale: 100% = 6.5 mM cAMP response | Potency, µM (doses to about 154 µM), inactives show top-dose activation, usual class: activators | hit rate 0.079% among 360,000 | AID 720711; also: nearly all actives have a fitted effect of over 50% in size
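Nucleotide exchange monitored as fluorescence drop when BODIPY-GDP leaves Rap1B. Reaction: 100 nM EPAC2, 250 nM RAP1B-BODIPY-GDP, 50 uM GDP, room temperature, kinetic read over 30 min. Activity expressed relative to 6.5 mM cAMP.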
FUS yeast rescue: suppressors of FUS proteinopathy in yeast; hit rate 0.24% among 390,000; S. cerevisiae FUS-expressing, growth rescue, OD600, 24 h; Potency, µM (highest dose often 76.6 µM), for the others: at the highest dose growth rescue (activation), hits mostly activators;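 also: plate controls were DMSO vehicle for no effect and reference control for full effect; nearly all actives have a fitted effect of over 55% in size; some results filed as inactive show a strong effect at the top dose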
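Cultures pregrown in 2.5% raffinose medium are shifted to minimal medium containing 2% galactose to express toxic FUS. Compounds are tested at several concentrations. After 24hr at 30C, growth is quantified at 600 nm absorbance.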
* marks the source's active call; other numbers are inactive results; [ ] = remark or other dose. Calls follow the shape of the dose curve; as a rule, active = well fitted curve in the direction sought with a large enough effect; inconclusive = small, poorly fitted or top-dose-only effect, or another doubt; inactive = no such curve, though single readings can be large; an effect the other way counts as inactive or inconclusive. Potency is read from the fitted curve at half-maximal effect.

For COc1ccc(N2CCN(C(=O)[C@@H](NC(=O)c3cc(OC)cc(OC)c3)C(C)C)CC2)cc1 the results were aSyn rescue -1%, EPAC1 agonist 1%, PTHR1 ag -4%, EPAC1 antagonist -16%, EPAC2 antagonist 3%, TDP43 rescue -6%, EPAC2 agonist 6% and FUS yeast rescue 34%.
CCCc1ccc(C(C)NC(=O)c2cnccn2)cc1 (configuration not stated) was read as aSyn rescue 0%, EPAC1 agonist -3%, PTHR1 ag -1%[57.5 µM], EPAC1 antagonist 13%, EPAC2 antagonist 9%, TDP43 rescue 5%, EPAC2 agonist -13% and FUS yeast rescue -4%.
CCOc1ccc2nc(N(CCN(CC)CC)C(=O)/C=C/c3cccs3)sc2c1 was read as aSyn rescue 5%, EPAC1 agonist -13%, PTHR1 ag -8%, EPAC1 antagonist 0%, EPAC2 antagonist -7%, TDP43 rescue -10%, EPAC2 agonist 5% and FUS yeast rescue 23%.
For Cc1cccc(C(=O)Nc2ccc(O)c3c(=O)cc(-c4ccccc4Cl)oc23)c1 the results were aSyn rescue -3%, EPAC1 agonist -2%, PTHR1 ag -14%, EPAC1 antagonist -10%, EPAC2 antagonist 2%, TDP43 rescue -5%, EPAC2 agonist 1% and FUS yeast rescue -12%.
CC1C(=O)CC(c2ccccc2)NC1c1ccccc1 (configuration not stated) was read as aSyn rescue 9%, EPAC1 agonist -3%, PTHR1 ag inactive, EPAC1 antagonist 4%, EPAC2 antagonist 7%, TDP43 rescue 1%, EPAC2 agonist -9% and FUS yeast rescue -11%.
Screening C[C@@H]1CN([C@@H](C)CO)C(=O)CCCn2cc(nn2)CO[C@H]1CN(C)S(=O)(=O)c1ccccc1C#N returned aSyn rescue -4%, EPAC1 agonist -11%, PTHR1 ag -11%, EPAC1 antagonist 16%, EPAC2 antagonist 3%, TDP43 rescue 11%, EPAC2 agonist 16% and FUS yeast rescue -16%.
CCOC(=O)CCc1c(C)nc2cc(-c3ccc(Cl)cc3)[nH]n2c1=O was read as aSyn rescue -3%, EPAC1 agonist -1%, PTHR1 ag -11%, EPAC1 antagonist 4%, EPAC2 antagonist 14%, TDP43 rescue -13%, EPAC2 agonist -4% and FUS yeast rescue inconclusive.
`O=C(CSc1nnc(-c2cnccn2)n1Cc1ccco1)c1ccc(Cl)c(Cl)c1` gave aSyn rescue 7%, EPAC1 agonist 14%, PTHR1 ag -3%, EPAC1 antagonist -10%, EPAC2 antagonist -2%, TDP43 rescue 7%, EPAC2 agonist 24% and FUS yeast rescue 25%.
`COc1ccc(-n2c(SC3CCOC3=O)nc3ccccc3c2=O)cc1OC` (configuration not stated) gave aSyn rescue -1%, EPAC1 agonist 6%, PTHR1 ag -5%[57.5 µM], EPAC1 antagonist -7%, EPAC2 antagonist -1%, TDP43 rescue -17%, EPAC2 agonist 8% and FUS yeast rescue 61%.
For COc1ccc(C(CNC(=O)c2cccc(S(=O)(=O)N3CCCC(C)C3)c2)N(C)C)cc1 (configuration not stated) the results were aSyn rescue -1%, EPAC1 agonist 1%, PTHR1 ag -29%, EPAC1 antagonist -18%, EPAC2 antagonist 4%, TDP43 rescue 17%, EPAC2 agonist 8% and FUS yeast rescue -1%.
`CN1CCN(C2CN(CCc3ccccc3)S(=O)(=O)C2)CC1` (configuration not stated) gave aSyn rescue -2%, EPAC1 agonist -2%, PTHR1 ag -19%, EPAC1 antagonist -14%, EPAC2 antagonist 14%, TDP43 rescue -10%, EPAC2 agonist 0% and FUS yeast rescue -20%.
`COC(=O)c1ccc2c(c1)N(CC(=O)Nc1cccc(Cl)c1C)C(=O)c1ccccc1S2` gave aSyn rescue 0%, PTHR1 ag inactive, TDP43 rescue 7% and FUS yeast rescue -6%.
Screening COc1cccc(C(=O)CN2CCN(S(=O)(=O)c3ccc(Br)cc3)CC2)c1 returned aSyn rescue -7%, EPAC1 agonist 10%, PTHR1 ag inactive, EPAC1 antagonist -3%, EPAC2 antagonist -2%, TDP43 rescue 5%, EPAC2 agonist 1% and FUS yeast rescue -3%.
CN(CC(=O)Nc1ccccc1Br)C(=O)CN(C)C1CCCCC1 was read as aSyn rescue 2%, EPAC1 agonist 10%, PTHR1 ag -22%, EPAC1 antagonist 1%, EPAC2 antagonist 5%, TDP43 rescue 5%, EPAC2 agonist -4% and FUS yeast rescue -16%.
Screening Oc1cccc(NC(=S)Nc2cccnc2)c1 returned aSyn rescue -5%, EPAC1 agonist -10%, PTHR1 ag -19%, EPAC1 antagonist 23%, EPAC2 antagonist 11%, TDP43 rescue -24%, EPAC2 agonist -3% and FUS yeast rescue 11%.

Overlap with the part before: two compounds, followed by the next part.
CN(CC(=O)Nc1ccccc1Br)C(=O)CN(C)C1CCCCC1 was read as aSyn rescue 2%, EPAC1 agonist 10%, PTHR1 ag -22%, EPAC1 antagonist 1%, EPAC2 antagonist 5%, TDP43 rescue 5%, EPAC2 agonist -4% and FUS yeast rescue -16%.
Screening Oc1cccc(NC(=S)Nc2cccnc2)c1 returned aSyn rescue -5%, EPAC1 agonist -10%, PTHR1 ag -19%, EPAC1 antagonist 23%, EPAC2 antagonist 11%, TDP43 rescue -24%, EPAC2 agonist -3% and FUS yeast rescue 11%.
For O=C(c1ccncc1)N1CCN(S(=O)(=O)c2cccc(F)c2)CC1 the results were aSyn rescue -1%, EPAC1 agonist 1%, PTHR1 ag -22%, EPAC1 antagonist 2%, EPAC2 antagonist -2%, TDP43 rescue 4% and EPAC2 agonist 13%.
Screening COc1ccc(C2C(Oc3ccccc3)C(=O)N2c2cc(C)ccc2C)cc1OC (configuration not stated) returned aSyn rescue 1%, EPAC1 agonist 17%, PTHR1 ag inactive, EPAC1 antagonist 2%, EPAC2 antagonist -4%, TDP43 rescue inconclusive and EPAC2 agonist 9%.
For CCn1c(=S)sc2c(=O)[nH]c(SCC(=O)Nc3cc(OC)ccc3OC)nc21 the results were aSyn rescue 1%, EPAC1 agonist -16%, PTHR1 ag -2%, EPAC1 antagonist -5%, EPAC2 antagonist -26%, TDP43 rescue 15%, EPAC2 agonist -2% and FUS yeast rescue 30%.
Screening CCc1cc2c(=O)c(-c3nc4ccccc4n3C)c(COCC(=O)O)oc2cc1O returned aSyn rescue -9%, EPAC1 agonist -4%, PTHR1 ag inactive, EPAC1 antagonist 0%, EPAC2 antagonist 2%, TDP43 rescue -6%, EPAC2 agonist 6% and FUS yeast rescue 5%.
For COc1cc(C2C(C(=O)/C=C/c3ccccc3)=C(O)C(=O)N2c2ccccn2)ccc1O (configuration not stated) the results were aSyn rescue -12%, EPAC1 agonist 1%, PTHR1 ag -11%, EPAC1 antagonist -14%, EPAC2 antagonist -7%, TDP43 rescue -24%, EPAC2 agonist 5% and FUS yeast rescue inconclusive.
Screening COc1ccc(S(=O)(=O)N2CCCCC2)cc1NC(=O)c1cc(C)on1 returned aSyn rescue 5%, EPAC1 agonist 5%, PTHR1 ag -18%, EPAC1 antagonist -8%, EPAC2 antagonist 4%, EPAC2 agonist 1% and FUS yeast rescue 23%.
Screening Cn1c(SCc2ccccc2Cl)nnc1-c1cnccn1 returned aSyn rescue -1%, EPAC1 agonist 6%, PTHR1 ag -9%[57.5 µM], EPAC1 antagonist 10%, EPAC2 antagonist -2%, TDP43 rescue 11µM*, EPAC2 agonist 4% and FUS yeast rescue 7%.
`CN(C(=O)c1ccccc1)c1nccnc1C#N` gave aSyn rescue 2%, EPAC1 agonist 7%, PTHR1 ag inactive, EPAC1 antagonist -17%, EPAC2 antagonist -3%, TDP43 rescue -7%, EPAC2 agonist 12% and FUS yeast rescue 12%.
Cc1ncoc1C(=O)N1CCc2c([nH]c3ccccc23)C1c1ccccc1F (configuration not stated) was read as aSyn rescue 11%, EPAC1 agonist 11%, PTHR1 ag inactive, EPAC1 antagonist -18%, EPAC2 antagonist -21%, TDP43 rescue 7%[9.22 µM], EPAC2 agonist 18% and FUS yeast rescue 38%.
For O=C(CCn1c(=O)oc2ccccc21)NCCN1CCc2ccccc2C1 the results were aSyn rescue -2%, EPAC1 agonist -3%, PTHR1 ag inactive, EPAC1 antagonist -1%, EPAC2 antagonist 8%, TDP43 rescue 14%, EPAC2 agonist 5% and FUS yeast rescue -4%.
CN(CC(=O)Nc1ccc2c(c1)OCO2)S(=O)(=O)c1cccs1 was read as aSyn rescue 5%, EPAC1 agonist 0%, PTHR1 ag inactive, EPAC1 antagonist 1%, EPAC2 antagonist 13%, TDP43 rescue 11%, EPAC2 agonist 4% and FUS yeast rescue -13%.
For O=C(NNC(=O)C1CCCCC1)c1cnccn1 the results were aSyn rescue -1%, EPAC1 agonist 0%, PTHR1 ag inactive, EPAC1 antagonist 0%, EPAC2 antagonist 5%, TDP43 rescue -18%, EPAC2 agonist 1% and FUS yeast rescue 3%.
For O=C(Cn1c(=O)oc2ccccc21)Nc1ccccc1C(F)(F)F the results were aSyn rescue -9%, EPAC1 agonist 9%, PTHR1 ag inactive, EPAC1 antagonist -4%, EPAC2 antagonist -3%, TDP43 rescue -6%, EPAC2 agonist 7% and FUS yeast rescue -7%.
`CC(C)NC(=O)Cn1nc(C(F)(F)F)c2c1CCC2` gave aSyn rescue 0%, EPAC1 agonist -2%, PTHR1 ag inactive, EPAC1 antagonist 15%, EPAC2 antagonist 18%, TDP43 rescue -1%, EPAC2 agonist 5% and FUS yeast rescue 18%.
Screening COc1ccc2c(c1)OC[C@H]1[C@H]2N2C(=O)CN(CCc3c[nH]c4ccccc34)C(=O)[C@@]2(C)[C@H]1c1ccccc1 returned aSyn rescue -1%, EPAC1 agonist -6%, PTHR1 ag inactive, EPAC1 antagonist 10%, EPAC2 antagonist -5%, TDP43 rescue -7%, EPAC2 agonist -6% and FUS yeast rescue 22µM*.
Screening Cc1nc(Cl)c2c(n1)NC1=C(O2)C(=O)CCC1 returned aSyn rescue 1%, EPAC1 agonist inconclusive, PTHR1 ag inactive, EPAC1 antagonist 47%[activator], EPAC2 antagonist 56%[activator], TDP43 rescue 0%, EPAC2 agonist inconclusive and FUS yeast rescue 9%.
For COc1ccc(NC(C)=O)cc1CNC(=O)COc1c(C)c(C)cc(C)c1C the results were aSyn rescue -1%, EPAC1 agonist 8%, PTHR1 ag inactive, EPAC1 antagonist -8%, EPAC2 antagonist -17%, TDP43 rescue -10% and EPAC2 agonist 5%.
`O=C(CCc1ccccc1)NC(=S)Nc1ccc2c(c1)C(=O)OC2` gave aSyn rescue 7%, EPAC1 agonist -6%, PTHR1 ag inactive, EPAC1 antagonist -8%, EPAC2 antagonist -3%, TDP43 rescue -3%, EPAC2 agonist -1% and FUS yeast rescue -4%.

Some of the compounds tested, so the mix of outcomes need not match the whole.
